Screening data as filed in PubChem.
aSyn yeast rescue: alpha-synuclein toxicity suppression in yeast. 0.02% of 94,000 active. Potency, µM (doses to about 46.1 µM), for the others: at the top dose growth rescue (activation), hits mostly activators. S. cerevisiae alpha-synuclein toxicity rescue, BacTiter-Glo growth, 24 h; active = well fitted activation curve with a large enough effect; inconclusive = small, poorly fitted or top-dose-only effect; note: 0% is about no effect
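Growth restoration measured by BacTiter-Glo luminescence after 24 hr at 30 deg C; alpha-synuclein yeast, raffinose-pregrown to mid-log, were added at OD600=0.02 in galactose medium onto pinned compounds.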
Starred values were filed as active, the others as inactive; ? = inconclusive; [ ] = dose if it differs, or a comment. Potency is the fitted concentration of half-maximal effect. An excerpt; count on the stated rates, not on these rows.

cpd	Compound	aSyn yeast rescue
1	CCc1ccccc1N1C(=O)N(CC(=O)c2ccc(OC)cc2)c2ccccc2S1(=O)=O	8.5%
2	CCCc1cc(=O)n2[nH]c(C)c(-c3ccc(OC)cc3)c2n1	-0.8%
3	Cc1ccc(NC(=O)Cn2cnc3onc(-c4ccc(F)cc4)c3c2=O)c(Cl)c1	-8.8%
4	COC(=O)Cn1ncc(N2CC(C)OC(C)C2)c(Cl)c1=O (stereo unspecified)	2.1%
5	COc1ccc(C(=O)N2C=Cc3ccccc3C2C#N)cc1 (stereo unspecified)	8.3%
6	Cc1ccc(NC(=O)C2CCCN(S(=O)(=O)c3cccc4cccnc34)C2)cc1Cl (stereo unspecified)	9.6%
7	CCOc1ccc(C(=O)NNC(=O)C2CC(=O)N(c3ccc(C)cc3)C2)cc1 (stereo unspecified)	-0.1%
8	O=C(Nc1nc2ccccc2[nH]1)Nc1ccccc1F	-2.5%
9	Cc1ccccc1C(=O)Nc1cc(S(=O)(=O)N2CCCCC2)ccc1N1CCN(C)CC1	-17.5%
10	Cc1cccc(C)c1NC(=O)CSc1cc(C(=O)c2nccn2C)c2ccccc2n1	5.5%
11	COc1ccc(C2CC(=O)N3CN(c4ccc(C)c(Cl)c4)CSC3=C2C#N)cc1 (stereo unspecified)	7.1%
12	O=C(Nc1nc2c(F)cc(F)cc2s1)c1ccc([N+](=O)[O-])o1	1.4%
13	CCOc1ccccc1CNCc1c(C(=O)O)n(Cc2ccccc2)c2cc(OC)ccc12	3.7%
14	CCN(C(=O)c1cc2c(=O)oc3ccccc3c2s1)c1cccc(C(F)(F)F)c1	-0.3%
15	O=C(/C=C/c1ccccn1)c1cc(Br)ccc1O	-58.4%[inhibitor]

(list continues)
cpd	Compound	aSyn yeast rescue
16	CCc1ccc(NC(=O)c2cnn(-c3c(C)cccc3C)c2C2CCN(C(=O)OC(C)(C)C)CC2)cc1	13.8%
17	O=C(CSC1=NS(=O)(=O)c2cc(Cl)ccc2N1)Nc1ccccc1C(F)(F)F	-44.5%[inhibitor]
18	CCc1nn(CC(=O)Nc2cccc(C(C)=O)c2)c(=O)c2cc3sccc3n12	-12.6%
19	Cc1ccc(C)c(NCC(O)c2ccccc2)c1 (stereo unspecified)	12.7%
20	CCNC(=S)Nc1ccc(OC(F)(F)F)cc1	-2.2%
21	COc1ccc(-c2cc(C(=O)Oc3ccc(Br)cc3)c3ccccc3n2)cc1	2.1%
22	O=S(=O)(c1ccccc1)c1nnn2c1nc(NCc1ccc(Cl)cc1)c1sccc12	0.3%
23	CCOc1ccc(N(CC(=O)N/N=C/c2cc(Br)c(C)o2)S(C)(=O)=O)cc1	2.2%
24	O=C(Nc1ccc2oc(-c3ccc4ccccc4c3)nc2c1)c1cccc(Cl)c1Cl	-0.4%
25	Cc1ccc(S(=O)(=O)c2cn(C)c3cc(N4CCOCC4)c(F)cc3c2=O)c(C)c1	-2.0%
26	O=C(NC1CCCCC1)C(c1ccc(O)c(O)c1)N(C(=O)Cn1nnc2ccccc21)c1cccc(O)c1 (stereo unspecified)	-0.5%
27	C=CCS/C(N)=N\N=C\c1cc(Br)cc([N+](=O)[O-])c1O	0.4%
28	COC(=O)c1ccccc1N=NNc1ccc([N+](=O)[O-])cc1	-4.1%
29	COc1ccccc1N1CCN(C(=O)c2ccc3nc[nH]c3c2)CC1	1.5%
30	COC(=O)c1c(C)[nH]c(C(=O)C(C)OC(=O)C2=NNC(=O)CC2)c1C (stereo unspecified)	7.5%

Molecules listed so far containing two or more sulfur atoms (2):
cpd	Compound	aSyn yeast rescue
17	O=C(CSC1=NS(=O)(=O)c2cc(Cl)ccc2N1)Nc1ccccc1C(F)(F)F	-44.5%[inhibitor]
22	O=S(=O)(c1ccccc1)c1nnn2c1nc(NCc1ccc(Cl)cc1)c1sccc12	0.3%

Back to the main list; the five compounds before the break are reprinted first.
cpd	Compound	aSyn yeast rescue
26	O=C(NC1CCCCC1)C(c1ccc(O)c(O)c1)N(C(=O)Cn1nnc2ccccc21)c1cccc(O)c1 (stereo unspecified)	-0.5%
27	C=CCS/C(N)=N\N=C\c1cc(Br)cc([N+](=O)[O-])c1O	0.4%
28	COC(=O)c1ccccc1N=NNc1ccc([N+](=O)[O-])cc1	-4.1%
29	COc1ccccc1N1CCN(C(=O)c2ccc3nc[nH]c3c2)CC1	1.5%
30	COC(=O)c1c(C)[nH]c(C(=O)C(C)OC(=O)C2=NNC(=O)CC2)c1C (stereo unspecified)	7.5%
31	CCn1ccc2cc(S(=O)(=O)N3CCCN(C(=O)Nc4ccccc4C(F)(F)F)CC3)ccc21	6.6%
32	Cc1cc(O)c(C(C)C)cc1NC(=O)Nc1cccc2ccccc12	-3.1%
33	Cc1ccc(Cl)cc1N1CCN(C(=O)Cn2cnc3onc(-c4ccc(F)cc4)c3c2=O)CC1	?
34	CCOc1cc(CNC(=O)CN2CCSc3ccccc32)cc(OCC)c1OCC	4.7%
35	O=C(CCN1C(=O)C2C3CC(C(Br)C3Br)C2C1=O)OCC(=O)c1ccccc1 (stereo unspecified)	9.2%
36	CNC(=S)N(Cc1cc2cc(OC)c(OC)cc2[nH]c1=O)C1CCCC1	0.2%
37	CCN1CCN(CC(=O)Nc2ccc(Cl)c(S(=O)(=O)N(C)C)c2)CC1	-6.1%
38	N#Cc1c(C(F)(F)F)cc(-c2cccs2)nc1SCC(=O)Nc1ccccc1F	4.2%
39	Cc1ccc(NC(=O)/C(C#N)=C/c2ccc(C)o2)cc1	-3.1%
40	O=C(NC1CCS(=O)(=O)C1)c1cccc(Cl)c1 (stereo unspecified)	-4.7%
41	CCOCCCNC(=S)Nc1ccc(Br)cc1Cl	-5.3%
42	COc1ccc2occ(CC(=O)Nc3ccc(S(=O)(=O)Nc4nccc(C)n4)cc3)c2c1	3.7%
43	CC(Oc1ccccc1)C(=O)Nc1ccc(C(=O)OCc2cc(=O)n3nc(C(C)C)sc3n2)cc1 (stereo unspecified)	1.9%
44	COc1ccc(O)c(C(c2c(C)[nH][nH]c2=O)c2c(C)[nH][nH]c2=O)c1	-9.1%
45	Cc1ccc(C)c(NC(=O)CCC(=O)NNC(=S)Nc2ccccc2)c1	3.5%

3 entries already listed, sorted by molar mass, ascending.
cpd	Compound	aSyn yeast rescue
20	CCNC(=S)Nc1ccc(OC(F)(F)F)cc1	-2.2%
44	COc1ccc(O)c(C(c2c(C)[nH][nH]c2=O)c2c(C)[nH][nH]c2=O)c1	-9.1%
38	N#Cc1c(C(F)(F)F)cc(-c2cccs2)nc1SCC(=O)Nc1ccccc1F	4.2%

Additional structures follow:
cpd	Compound	aSyn yeast rescue
46	Cc1ccc(NC(=O)C2CCCN2S(=O)(=O)c2cccc3nsnc23)c(C)c1 (stereo unspecified)	?
47	CCN1CCN(Cc2ccc(NC(=O)c3cc(NC(=O)c4cnnc5ccccc45)cc(OC)c3)cc2C(F)(F)F)CC1	-3.3%
48	COc1ccccc1CNC(=O)c1ccc(N2CCCC2)c(NC(=O)NCCC(C)C)c1	-6.4%
49	O=S(=O)(Nc1ccc(-c2ccc(N3CCCCCC3)nn2)cc1)c1ccc(C(F)(F)F)cc1	-4.9%
50	CCOc1cccc2cc(-c3nc(-c4ccccc4C)no3)c(=O)oc12	6.8%
51	COc1ccc(-c2oc3ncn4nc(-c5ccccc5OC)nc4c3c2-c2ccc(OC)cc2)cc1	-8.2%
52	CCOc1ccc(CNC(=O)c2ccc3c(c2)nc2n3CCOC2)cc1	0.3%
53	Cc1ccc(C(=O)N2CCN(Cc3ccc4c(c3)OCO4)CC2)cc1S(=O)(=O)N1CCOCC1	4.0%
54	CCCC(=O)NCCc1nc2ccccc2n1Cc1c(F)cccc1Cl	-4.5%
55	COc1ccc2c3c([nH]c2c1)C1(NCC3)C(=O)Nc2ccccc21 (stereo unspecified)	-4.1%
56	CC1=Nc2cc(Cl)ccc2Oc2ccccc21	2.9%
57	COc1ccc([C@H]2C[C@@H](n3cc(COC(=O)c4ccccc4)nn3)[C@H](O)CN2Cc2cccs2)cc1	13.5%
58	Cc1cc(=O)oc2cc(OCC(=O)OCC(=O)N3CCC(C)CC3)ccc12	-8.1%
59	COc1cccc(C(C)=NNc2ccc([N+](=O)[O-])cc2[N+](=O)[O-])c1OC	3.3%
60	COC(=O)c1cc(NS(=O)(=O)c2ccc3c(c2)OCCO3)ccc1Cl	-4.6%

Further entries:
cpd	Compound	aSyn yeast rescue
61	O=C(CN1CCN(C(=O)CNC(=O)c2ccc(-c3ccccc3)cc2)CC1)Nc1ccccc1Cl	0.5%
62	Nc1ccc(C(=O)Nc2ccc(NC(=O)c3ccco3)c(O)c2)cc1	-3.5%
63	CCOC(=O)c1ccccc1NC(=O)Cn1c(=O)n(CCC(=O)N2CCc3ccccc3C2)c(=O)c2ccccc21	18.6%
64	CC1(C)Nc2ccccc2N(Cc2ccc([N+](=O)[O-])cc2)C1=O	10.3%
65	CCCc1nnc(SCC(=O)Nc2nccs2)o1	-2.2%
66	Cc1ccc(C)c(S(=O)(=O)N2CCCC2CNC(=O)C(=O)NCc2ccccn2)c1 (stereo unspecified)	1.6%
67	Cn1cc(S(=O)(=O)c2ccccc2)c(=O)c2cc(F)c(N3CCCC3)cc21	6.3%
68	Cc1ccc(CNS(=O)(=O)c2ccc(F)c(C(=O)Nc3ccc(C)c(F)c3)c2)cc1	-1.9%
69	CN(C)C(=O)c1ccc(S(=O)(=O)NCc2ccccc2Cl)s1	-12.3%
70	CC(=O)c1ccc(NC(=O)CC2Nc3cccc4cccc(c34)NC2=O)cc1 (stereo unspecified)	-8.6%
71	Cc1onc(-c2ccccc2)c1C(=O)OCC(=O)c1ccc[nH]1	1.7%
72	Cc1ccc(CN2COc3cc(C)c4c(oc(=O)c5ccccc54)c3C2)cc1	0.4%
73	CCOc1ccc2ccccc2c1CNc1nnnn1CC	-6.0%
74	COc1cccc(NC(=O)CCc2nnc3n(Cc4ccccc4Cl)c(=O)c4ccccc4n23)c1	-0.5%
75	Cc1ccc(N(C)C(=O)c2cnc(N3CCOCC3)c3ccccc23)cc1C	5.2%

(more compounds)
cpd	Compound	aSyn yeast rescue
76	COc1ccc(OCC(=O)N(Cc2ccc(C)o2)C2CCS(=O)(=O)C2)cc1 (stereo unspecified)	-8.5%
77	C[C@@H]1[C@H](O)C[C@@]23COC(=O)C2=CCCC3[C@@]1(C)CCC1COC(=O)C1 (stereo partly specified)	-6.0%
78	Cc1ccccc1CSCC1Nc2ccc(C(=O)NCCc3ccccc3)cc2NC1=O (stereo unspecified)	2.8%
79	COCCN=C1Sc2nc3ccc(C)cc3cc2CN1Cc1cccs1	-3.0%
80	COc1ccc(CNC(=O)c2cc(-c3ccc(C)c(C)c3)n[nH]2)cc1	2.4%
81	Cc1ccn2c(Nc3ccc(F)cc3)c(-c3ccccn3)nc2c1	-2.3%
82	CCCCN(C(=O)c1[nH]c(C)c(C(C)=O)c1C)c1c(N)n(CCCC)c(=O)[nH]c1=O	-3.7%
83	Cc1oc(-c2ccccc2)cc1C(=O)Nc1cccc(/C=C/C(=O)O)c1	13.2%
84	O=C(c1cc(S(=O)(=O)N2CCN(c3ccccc3)CC2)ccc1Cl)N1CCCC(C(F)(F)F)C1 (stereo unspecified)	3.1%
85	CCOc1ccc(NS(=O)(=O)c2ccc(C(=O)NCC(C)(C)N3CCOCC3)cc2)cc1	-5.8%
86	COc1ccccc1NC(=O)CSc1nnc(CNC(=O)c2ccco2)n1C	5.9%
87	C[C@@H]1CN([C@@H](C)CO)C(=O)c2c(c3ccccc3n2C)-c2ccccc2CO[C@H]1CN(C)C(=O)C1CC1	7.5%
88	Cc1ccc(-c2nnc(NC(=O)C3=COCCO3)o2)c(C)c1	-6.6%
89	Cc1ccc(Cl)cc1Nc1sc(C(=O)c2ccc(F)cc2)c(N)c1S(C)(=O)=O	-0.6%
90	CC(=O)Nc1cc(Cl)ccc1OS(=O)(=O)c1ccc(C)cc1	14.0%

(continued)
cpd	Compound	aSyn yeast rescue
91	Cc1nn(-c2ccc(N3CCCC3)nn2)c(C)c1CCC(=O)Nc1ccccc1	-5.1%
92	COc1cccc(-c2nc(CS(=O)CC(=O)NC3CCCC3)c(C)o2)c1 (stereo unspecified)	-3.8%
93	Cc1ccc(C(C)C)c(OCCSc2nc3ccccc3n2CC(O)CO)c1 (stereo unspecified)	-13.1%
94	CCOC(=O)C1CCN(CCCSc2ccccc2)CC1	4.5%
95	O=C1NC(=O)C([N+](=O)[O-])=C(O)C1=O	-0.5%
96	CCc1nnc(NC(=O)C(c2ccccc2)c2ccccc2)s1	-4.0%
97	CCC(=O)N1CCN(c2ccc(NC(=S)NC(=O)c3ccc(OC)c([N+](=O)[O-])c3)cc2)CC1	-8.9%
98	COC(=O)c1ccc(Oc2nc(NC(C)C)nc(NC(C)C)n2)cc1	3.1%
99	COc1ccc(CCNC(=O)CCc2ccc(S(=O)(=O)NCC(C)C)cc2)cc1	-1.5%
100	CCOc1cc(-c2ccc(OC(=O)c3ccc(Cl)cc3)c(OC)c2)cc(=O)c2c(C)oc(C)c12	-2.2%
101	CC(C)c1ccc(NC(=O)CSC2=Nc3ccccc3C3=NC(CC(=O)NC4CCCCC4)C(=O)N23)cc1 (stereo unspecified)	8.7%
102	COc1ccccc1-c1c(C(F)(F)F)oc2c(CN3CCCCC3C)c(O)ccc2c1=O (stereo unspecified)	3.2%
103	COc1ccc(C2CC(=O)N3CN(C4CCCCC4)CSC3=C2C#N)c(OC)c1 (stereo unspecified)	-4.9%
104	Cc1cc(C(=O)NCc2ccccc2Cl)c2c(C)nn(-c3cccc(F)c3)c2n1	-4.9%
105	Cc1ccc(-c2nn3c(-c4ccccc4C)nnc3c3ccccc23)cc1	-8.3%

The list goes on.
cpd	Compound	aSyn yeast rescue
106	CCCCCn1c(=O)[nH]c2cc(C(=O)N3CCN(c4cccc(C(F)(F)F)c4)CC3)ccc2c1=O	1.8%
107	Cc1ccc(NC(=O)CN(C)C(=O)c2cccc(-n3cccc3)c2)cc1	-5.1%
108	CCc1ccc(/C=C2\SC(=S)N(CCCC(=O)N(CCO)c3ccccc3)C2=O)cc1	23.5%
109	CC(C)(C)C(=O)Nc1ccc2nc(SCC(=O)N3CCOCC3)sc2c1	3.8%
